AMA1 RON2 block = disrupts binding of P. falciparum AMA1 to RON2. AlphaScreen AMA1-biotinylated RON2 peptide binding. Potency, µM (top dose mostly 58.2 µM), for the others: at the highest dose activity change, negative = inhibition, hits mostly inhibitors. 360,000 tested, 0.2% active. AID 720542;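 further: potency means the concentration at half of the fitted maximal effect; 0% = vehicle wells and -100% = peptide control; nearly all actives have a fitted effect of over 45% in size; some results filed as inactive show a strong effect at the top dose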
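AMA1 (3D7) with his tag at 25 nM final met compounds first, then biotinylated RON2 peptide at 25 nM; detection used donor plus acceptor beads, 10 µg/mL apiece, read by AlphaScreen after 30 min at room temperature.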
FBPA Giardia inh = Giardia lamblia aldolase inhibition. A8B2U2. purified Giardia FBPA. Potency, µM (doses to about 59.6 µM), for inactives: top-dose activity, negative = inhibition, most hits filed as inhibitors. 290,000 tested, 0.71% active; further: potency means the concentration at half of the fitted maximal effect; nearly all actives have a fitted effect of over 55% in size
Target sequence (A8B2U2 whole entry, looked up): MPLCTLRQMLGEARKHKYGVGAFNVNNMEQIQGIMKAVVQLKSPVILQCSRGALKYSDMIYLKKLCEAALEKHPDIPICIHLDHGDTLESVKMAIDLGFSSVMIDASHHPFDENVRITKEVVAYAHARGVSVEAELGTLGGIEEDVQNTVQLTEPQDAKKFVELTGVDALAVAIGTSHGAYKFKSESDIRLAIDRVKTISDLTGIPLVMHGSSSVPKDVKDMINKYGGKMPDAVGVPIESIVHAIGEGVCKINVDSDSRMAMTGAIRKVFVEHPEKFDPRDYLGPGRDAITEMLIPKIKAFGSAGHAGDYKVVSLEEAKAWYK
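40 nM FBPA preincubated 10 min at RT with compound (up to 57.5 uM final), then substrate plus GAPDH/TPI/NAD/arsenate coupling and diaphorase/resazurin added. Fluorescence read after 20 min at RT, 525/598 nm.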
HCV inhibitor = blocks hepatitis C virus; Huh7.5.1 HCVcc-Cre infection, luciferase reporter, 44 h; Potency, µM (top dose mostly 41.8 µM), inactives show at the highest dose activity change, negative = inhibition, usual class: inhibitors; 340,000 tested, 3.4% active; AID 651820; further: potency means the concentration at half of the fitted maximal effect
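Seed cells (1,000/well) for 4 h; treat with compound and infect with HCVcc-Cre, moi about 0.5. Incubate 44 h, then detect luciferase activity.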
HCMV inh = inhibitors of human cytomegalovirus; HFF cells, HCMV-luciferase reporter, 72 h; hits give low values; activity change, negative = inhibition, % at 57.5 µM; 410,000 tested, 4.5% active; in the data active means activity change below about -60%; inconclusive means no clear call, values can overlap the other calls; inactive means above about -39%
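Inhibition of viral replication was scored as loss of reporter luminescence in HFFs infected with HCMV-luciferase (MOI 1 PFU/cell) for 72 h; compounds tested at 2 doses, normalized to buffer and Salinomycin controls.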
AmpC detergent = blocks E. coli AmpC beta-lactamase in detergent assay; P00811; AmpC hydrolysis of nitrocefin, absorbance 480 nm, 0.01% Triton; Potency, µM (highest dose often 114 µM), for the others: top-dose activity change, negative = inhibition, hits mostly inhibitors; 370,000 tested, 0.041% active; AID 485294;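 further: potency means the concentration at half of the fitted maximal effect; 0% = no-compound wells and -100% = no-enzyme wells; nearly all actives have a fitted effect of over 25% in size; some results filed as inactive show a strong effect at the top dose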
Target sequence (P00811 whole entry, looked up): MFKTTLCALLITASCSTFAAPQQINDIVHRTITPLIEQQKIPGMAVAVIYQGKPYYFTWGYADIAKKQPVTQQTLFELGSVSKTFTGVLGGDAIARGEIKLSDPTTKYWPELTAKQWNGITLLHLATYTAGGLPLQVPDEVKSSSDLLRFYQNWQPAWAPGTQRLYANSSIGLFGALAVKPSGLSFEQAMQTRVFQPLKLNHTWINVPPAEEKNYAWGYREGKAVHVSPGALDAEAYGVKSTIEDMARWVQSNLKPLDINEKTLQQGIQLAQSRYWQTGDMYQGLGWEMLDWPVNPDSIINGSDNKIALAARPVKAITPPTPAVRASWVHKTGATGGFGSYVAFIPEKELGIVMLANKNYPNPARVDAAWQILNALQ
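AmpC (5.3 nM in the dispensed reagent) in 20 mM phosphate pH 7.0 with 0.01% (detergent screen) or 0.0001% Triton X-100 was preincubated with compounds for 15 min at room temperature. Nitrocefin was then added from an 800 uM solution, and hydrolysis was followed at 480 nm.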
Sm TGR block = blocks Schistosoma mansoni thioredoxin glutathione reductase; 360,000 tested, 3% active; purified TGR, DTNB reduction, TNB absorbance 405 nm; Potency, µM (doses to about 114 µM), for the others: top-dose activity change, negative = inhibition, usual class: inhibitors; Q962Y6; further: potency means the concentration at half of the fitted maximal effect; nearly all actives have a fitted effect of over 60% in size
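First, TGR (20 nM dispensed) and NADPH were mixed with compound. Second, a 15 min room-temperature incubation followed. Third, further NADPH and then DTNB were added to start the reaction. Finally, TNB absorbance was monitored kinetically.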
Starred values were filed as active, the others as inactive; ? = inconclusive; / = no result given; [ ] = another dose, or the depositor's remark. Unless noted, the call rests on the fitted dose curve; in most records, active means well fitted curve in the direction sought with a large enough effect; inconclusive means small, poorly fitted or top-dose-only effect, or another doubt; inactive means no such curve, though single readings can be large; an effect the other way counts as inactive or inconclusive. Unless noted, on the % scale 0 is the no-effect control and ±100 the full control effect.

| Molecule | AMA1 RON2 block | FBPA Giardia inh | HCV inhibitor | HCMV inh | AmpC detergent | Sm TGR block |
| --- | --- | --- | --- | --- | --- | --- |
| O=C(Cn1c(=S)[nH]c2ccccc2c1=O)N1CCC2(CC1)OCCO2 | 5% | -9% | 4% | -5 | -4% | 3% |
| Cc1nc(OCC(C)C)c2sc3nc4c(cc3c2n1)COC(C)(C)C4 | 1% | 2% | -6% | 39 | -2% | 0% |
| O=C1NC(=Nc2ccccc2)S/C1=C\C=C\c1ccco1 | -1% | ? | ? | 50 | -2% | 11µM* |
| CC(OC(=O)Cc1c[nH]c2ccccc12)C(=O)Nc1ccccc1[N+](=O)[O-] (configuration not stated) | -29% | / | ? | 26 | -13% | 4% |
| CN(CC(=O)N1CCCCCC1)S(=O)(=O)c1ccccc1 | -4% | 0% | 16% | 86 | 4% | 3% |
| CC1CCCC(NC(=O)CCNC(=O)c2ccc([N+](=O)[O-])cc2)C1C (configuration not stated) | 3% | / | 9% | 12 | -3% | -11% |
| CC(=O)Oc1ccc(/C=C(\NC(=O)c2cccc(Br)c2)C(=O)Nc2ccc(C(=O)O)cc2)cc1 | -11% | / | 21% | 23 | / | / |
| Cc1ccccc1Cn1ccc(NC(=O)c2cnn3c(C(F)(F)F)cc(-c4ccco4)nc23)n1 | -5% | 6% | ? | -12 | 0% | 1% |
| CCOc1cc(CNC(=O)c2ccc3nc(CCc4ccccc4)oc3c2)ccc1OC | / | / | / | -1 | -5% | 1% |
| CC[C@@]1(C(=O)OC)N[C@H](CN(C)S(=O)(=O)c2ccccc2)[C@@H]2C(=O)N(Cc3ccccc3)C(=O)[C@@H]21 | 6% | / | 34% | 10 | / | / |
| NC(=O)COc1c(-c2ccccc2)oc2ccccc2c1=O | 5% | 6% | ? | 24 | -1% | -2% |
| Cc1ccc(NC(=O)CCn2c(=O)[nH]c3ccsc3c2=O)cc1F | -4% | -2% | -1% | ? | ? | -8% |
| O=C(NCCc1c[nH]c2ccccc12)C(=O)NCC1CCCO1 (configuration not stated) | 3% | -1% | 0% | 7 | 1% | / |
| Cc1ccc(NC(=O)CCS(=O)(=O)c2cccc3nonc23)c(Cl)c1 | -2% | 10% | 22% | -9 | ? | -14% |
| CC(C)(C)n1nnnc1C(c1ccccn1)N(Cc1ccccc1)Cc1ccc(Cl)cc1 (configuration not stated) | -9% | 10% | ? | -20 | -1% | 11% |
| Cn1nc(C(=O)NCc2ccccc2)c2c1-c1ccccc1SC2 | / | / | / | ? | 25% | 1% |
| O=C(CSc1nnc(-c2ccccc2NC(=O)c2ccccc2)o1)OC1CCCCC1 | -8% | / | -6% | 4 | / | / |
| CC1CCCCN1C(=O)COC(=O)c1cc([N+](=O)[O-])ccc1N (configuration not stated) | -16% | / | 0% | -29 | -18% | -1% |
| CCC(=O)N1c2ccc(S(=O)(=O)CCC(=O)NCc3ccccc3OC)cc2CC1C (configuration not stated) | / | / | / | 6 | 3% | -7% |
| S=P(Nn1cnnc1)(c1ccccc1)c1ccccc1 | 5% | 6% | 11% | -36 | 2% | 3% |
| CCc1ccc(N=C2NC(=O)/C(=C/c3ccc(OCC(=O)O)c(OC)c3)S2)cc1 | -1% | 13% | -11% | 8 | -15% | -8% |
| CNC(=O)/C(C#N)=C/c1c(N2CCN(c3ccc(OC)cc3)CC2)nc2c(C)cccn2c1=O | -27% | 6% | -26% | -24 | 4% | 5% |
| COc1cccc(NC(=S)NNC(=O)Cn2nc(C(F)(F)F)cc2C)c1 | 38%[activator] | 24% | 7% | -14 | -1% | 2% |
| c1cc2c3c(cccc3c1)NN=N2 | -14% | / | -9% | 18 | / | / |
| COc1cccc(NC(=O)CN(c2ccc([N+](=O)[O-])cc2)S(=O)(=O)c2ccccc2)c1 | 4% | 2% | 14% | 43 | -4% | 4% |
| COc1ccc(C(=O)N2CCN(Cc3nc(CC4CC4)no3)CC2)cc1 | 0% | -1% | -9% | -22 | 2% | 2% |
| C[C@@H]1CC=C[C@H]2[C@H]1C(=O)N(Cc1ccccc1)[C@H]2c1ccc(/C=C/c2ccccc2)cc1F | -6% | 4% | 0% | 30 | -1% | -3% |
| COC(=O)c1scc(-c2ccc(C)cc2)c1S(=O)(=O)N1CCN(c2ccccc2F)CC1 | / | / | / | -14 | -3% | -3% |
| CC(C)(C)OC(=O)C[C@@H]1C/C=C\C[C@@H](CC(=O)NCCO)C(=O)N[C@H](Cc2c[nH]c3ccccc23)COC1=O | 1% | / | 12% | 4 | / | / |
| CN(C(=O)c1ccc(Br)cc1)C1CCS(=O)(=O)C1 (configuration not stated) | 21% | / | -10% | -39 | -1% | 3% |
| Cc1ccc(C)c(OCC(=O)NNC(=O)C2CC2)c1 | 85%[activator] | / | 21% | 14 | 4% | 7% |
| COc1ccc(C(=O)C2CCCN(Cc3cc(Cl)ccc3O)C2)c(OC)c1 (configuration not stated) | 4% | -25% | 11µM* | -26 | ? | 14% |
| CCc1nnc(NC(=O)CCC(=O)N2CCCC2)s1 | -6% | 7% | 11% | -11 | -3% | 2% |
| Nc1nonc1-n1nnc(C(=O)N/N=C/c2ccccc2Br)c1CN1CCCC1 | 0% | -5% | -6% | 7 | -8% | 4% |
| CCC(C)n1c(SCc2ccc(C(C)(C)C)cc2)nc2ccsc2c1=O (configuration not stated) | / | / | / | -9 | -8% | 5% |
| COc1ccccc1CCC(=O)NC1CCCN(c2ccc(C(F)(F)F)cn2)C1 (configuration not stated) | 1% | / | ? | -23 | -1% | -2% |
| O=C(Nc1nc2ccc(F)cc2s1)C1=NN(c2ccccc2)C(=O)CC1 | 47%[activator] | -7% | -8% | 40 | 5% | 1% |
| CCOC(=O)C1(Cc2cccc(OC)c2)CCCN(C(=O)c2ccc(OC)o2)C1 (configuration not stated) | -9% | / | ? | -14 | 6% | 50µM* |
| CCc1ccc(NC(=O)CN2C(=O)CSC2=O)cc1 | -3% | 5% | -18% | 22 | 0% | 0% |
| COc1cc(/C=C/C(=O)OCC(=O)N2CC3(C)CC2CC(C)(C)C3)ccc1O (configuration not stated) | 7%[11.6 µM] | -10% | 1% | -73* | -12% | -25% |

(list continues)
The line under a structure holds: AMA1 RON2 block	FBPA Giardia inh	HCV inhibitor	HCMV inh	AmpC detergent	Sm TGR block
CN1/C(=C\C=C2/SC(=S)NC2=O)C(C)(C)c2ccccc21
→ 5%	-17%	?	-93*	6%	0%
O=C(Cc1ccc(NC(=O)C2CCCN(C(=O)c3ccccc3)C2)cc1)Nc1ccc(C(=O)N2CCOCC2)cc1 (configuration not stated)
→ 0%	/	-28%[8.37 µM]	19	/	/
CN(C)S(=O)(=O)c1cccc(COC(=O)Cc2c(F)cccc2Cl)c1
→ -1%	/	?	56	1%	22%
Cc1ccc2onc(CNC(=O)N3CCN(c4cccc(C(F)(F)F)c4)CC3)c2c1
→ /	/	/	-8	-1%	1%
COc1ccccc1C(=O)N/N=C(\C)c1ccc(NC(=O)Cc2ccccc2)cc1
→ -10%	/	-25%	46	-1%	2%
CCc1ccc(NC(=O)Cn2c(=O)n(CCCC(=O)NCc3ccccc3Cl)c(=O)c3ccccc32)cc1
→ /	/	/	8	15%	6%
COCCCN(C(=O)Cc1coc2cc(C)c(C)cc12)c1c(N)n(Cc2ccccc2)c(=O)[nH]c1=O
→ 20%	/	-23%	-4	-13%	0%
CCN(C(=O)CSc1nnc(-c2ccc(OC(F)F)cc2)n1N)C1CCS(=O)(=O)C1 (configuration not stated)
→ -17%	/	24%	-3	-10%	6%
Cc1ccc(CN(Cc2ccco2)C(=O)COc2ccc(Cl)cc2)o1
→ /	/	/	-35	-3%	-17%
COc1ccc(Oc2cc(Cl)nc(N)n2)cc1
→ -1%	-3%	16%	-30	3%	/
CC1CCCC(NC(=O)CSc2nccn2C)C1C (configuration not stated)
→ 2%	-17%	3%	26	-6%	-24%
COCCSc1nnc(NC(=O)C2CC(=O)N(c3ccc(C)cc3)C2)s1 (configuration not stated)
→ 6%	7%	11%	-19	1%	-13%
Cc1ccc(-c2c(C)sc(=NC(=O)c3ccco3)n2C)cc1
→ -5%	0%	-21%	31	6%	2%
COc1ccc(-c2csc(NC(=O)c3cccs3)c2C(=O)O)cc1OC
→ -5%	-29%	6%	27	0%	11%
COc1ccc2sc(-c3ccc(S(C)(=O)=O)cc3)c(-c3ccc(C(N)=O)cc3)c2c1
→ 5%	/	4%	-5	/	/
O=C(CSc1cn(CC(=O)N2CCCCC2)c2ccccc12)NCc1ccccc1Cl
→ /	/	/	-18	-4%	0%
O=c1[nH]c(=O)n(Cc2ccc(F)cc2)c(O)c1C=NCCCN1CCOCC1
→ 40%[activator]	1%	4%	12	1%	?
O=C(Cn1ncc2c3ccccc3n(Cc3cccc(Cl)c3)c2c1=O)NCCCc1ccccc1
→ /	/	/	45	20%	-10%
CCCCN1C(=O)C(=O)N(CC(=O)Nc2sc(C)c(C)c2C(=O)OC)C1=O
→ 16%	/	12%	-1	4%	-22%
Cc1onc(-c2ccccc2)c1NC(=O)Nc1c(-c2ccccc2)noc1C
→ -1%	2%	6%	-29	?	-11%

The closing four records of the section above are carried over, then new ones follow.
The line under a structure holds: AMA1 RON2 block	FBPA Giardia inh	HCV inhibitor	HCMV inh	AmpC detergent	Sm TGR block
O=c1[nH]c(=O)n(Cc2ccc(F)cc2)c(O)c1C=NCCCN1CCOCC1
→ 40%[activator]	1%	4%	12	1%	?
O=C(Cn1ncc2c3ccccc3n(Cc3cccc(Cl)c3)c2c1=O)NCCCc1ccccc1
→ /	/	/	45	20%	-10%
CCCCN1C(=O)C(=O)N(CC(=O)Nc2sc(C)c(C)c2C(=O)OC)C1=O
→ 16%	/	12%	-1	4%	-22%
Cc1onc(-c2ccccc2)c1NC(=O)Nc1c(-c2ccccc2)noc1C
→ -1%	2%	6%	-29	?	-11%
Cc1ccc(S(=O)(=O)N2CCCc3cc(NS(=O)(=O)c4cc(F)ccc4F)ccc32)cc1
→ /	/	/	-21	4%	6%
COc1ccc(C(=O)N2CCCC(c3ccccc3)C2)cc1 (configuration not stated)
→ 0%	7%	-16%	-35	-14%	7%
CCC1(c2ccccc2)NC(=O)N(CC(=O)Nc2cccc(S(=O)(=O)N3CCCC3)c2)C1=O (configuration not stated)
→ 5%	/	-1%	-5	-13%	-6%
O=C(O)C1CSCN1S(=O)(=O)c1cccc2nsnc12 (configuration not stated)
→ 4%	-10%	7%	39	-2%	45µM*
Cc1ccc(OCc2ccc(C(=O)NN)o2)cc1C
→ 38%[activator]	3%	15%	-10	0%	12%
CCN(CC)C(=O)c1ccc(/C=C/c2c[nH]c3ccccc23)[n+](C)c1
→ -9%	-28%	29%	89	?	-6%
CCOc1ccc(NC(=O)CN(c2ccc(OC)cc2)S(C)(=O)=O)cc1
→ 8%	1%	0%	100	2%	75%[activator]
Cc1[nH]n(-c2ccc(Cl)cc2)c(=O)c1/C=N/n1c(C)nc2ccccc2c1=O
→ 105%[activator]	-9%	16%	5	-1%	0%
Cc1ccc2cc(CN(Cc3nnnn3C3CCCC3)C3CCCCC3)c(=O)[nH]c2c1C
→ 3%	16%	9%	-26	0%	4%
Cc1cc2ccccc2n1CCNC(=O)c1cccc(Cl)c1
→ /	/	/	1	17%	30%

High-throughput results deposited in PubChem BioAssay by National Center for Advancing Translational Sciences (NCATS).
